Pf apPOL inh: Pf-apPOL inhibitors, biochemical, fluorescence; Plasmodium falciparum apicoplast DNA polymerase (apPOL); Recombinant Pf-apPOL, molecular beacon fluorescence, 1.5 h; inhibition, % at 10 µM; 210,000 tested, 0.25% active; AID 1794808, 2022
mHTT CaM bind: mutant huntingtin-calmodulin interaction inhibitors – biochemical, AlphaScreen, primary screen | inhibition, % at 15 µM | P42858 | 190,000 tested, 3.6% active | AlphaScreen His-mHTT/GST-CaM binding, luminescence;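 further: 0% = both proteins with DMSO and 100% = one protein alone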
Starred values were filed as active, the others as inactive; i = inactive; · = no result given; & = joins results of further samples. No stated cut-off is given here; in the data, active means inhibition above about 50%; inactive means the rest. Rows were taken by chance. About 3.5% of those tested had a hit in this group.

The opening 2 entries (preview)
no.	compound	Pf apPOL inh	mHTT CaM bind
1	CC1(C(=O)NC2CCCC2)CCC(=O)N1CCCN1CCOCC1 (stereo not drawn)	-7	-10
2	Cc1cccc(NC(=O)C(=O)NCCO)c1C	4	-2

The list itself, previewed entries included:
no.	compound	Pf apPOL inh	mHTT CaM bind
1	CC1(C(=O)NC2CCCC2)CCC(=O)N1CCCN1CCOCC1 (stereo not drawn)	-7	-10
2	Cc1cccc(NC(=O)C(=O)NCCO)c1C	4	-2
3	COn1c(=S)[nH]c2ccccc2c1=O	·	-11
4	Cc1oc(C2CCN(C(=O)c3ccc4c(c3)OCO4)CC2)nc1C(=O)N1CCOCC1	-1	-1
5	ON=C1c2cc(Br)ccc2-c2ccc(Br)cc21	-2	·
6	CCc1ccc(C(=O)Nc2cccc(-n3cnnn3)c2)cc1	-6	-8
7	CN1CCN(c2ncncc2N2CCC(C(=O)NCc3cccc(Cl)c3)CC2)CC1	-3	13
8	COc1ccc(S(=O)(=O)Nc2ccccc2)cc1OC	-4	0
9	CCNC(=O)N1CC=C(C(=O)Nc2ccc(F)cc2)CC1	-5	-4
10	Cc1ccccc1CNC(=O)CCc1conc1-c1ccc(F)cc1	-4	-5
11	CCC(=O)c1ccccc1NC(=O)c1ccccc1	-4	-13
12	Cc1cc(C2CCCN2Cc2cc(Cl)ccc2O)on1 (stereo not drawn)	2	-21
13	Cc1ccc(NC(=O)c2ccc3c(c2)N(S(C)(=O)=O)CC3)cc1	-2	-3
14	CS(=O)(=O)c1ccc(-c2nnn(CC(=O)Nc3ccc(OC(F)(F)F)cc3)n2)cc1	-3	9
15	CC(=O)[C@]1(O)Cc2c(O)c3c(c(O)c2[C@@H](O[C@H]2C[C@H](N)[C@H](O)[C@H](C)O2)C1)C(=O)c1ccccc1C3=O	50*	·
16	COCCN1C(=O)Cc2c(C)nc(-c3ccncc3)nc21	-1	18
17	Cc1cn(S(=O)(=O)c2cccc([N+](=O)[O-])c2)cn1	-15	-10
18	CC(CC(=O)N1CCN(Cc2ccc3c(c2)OCO3)CC1)c1ccccc1 (stereo not drawn)	2	-4
19	CCc1c(C)sc(NC(=O)c2cc3n(n2)C(C(F)(F)F)CC(c2ccco2)N3)c1C#N (stereo not drawn)	-14	-3
20	CCN(CC)/C(=N\O)c1cccc([N+](=O)[O-])c1	-3	i
21	CCC1CN(C(=O)Nc2ccccc2Br)c2ccccc2O1 (stereo not drawn)	-1	-63
22	O=C(c1cc2ccccc2[nH]1)N1CCN(c2cc(-c3cccnc3)[nH]n2)CC1	-2	10
23	Cc1ccc2c(NC(=O)c3nnn(-c4nc(C)c(C)s4)c3C)cccc2n1	-7	-15
24	COc1ccc(S(=O)(=O)N2CCCC2)cc1OC	-5	2
25	Cc1ccc(OCC(=O)Nc2ccc(C(C)C)cc2)cc1	-1	-15
26	Cn1nc(COCc2ccccc2)c2c1CCN(S(=O)(=O)c1ccc(Cl)cc1)C2	-4	36
27	COc1ccc(N=Cc2ccc(Br)c([N+](=O)[O-])c2)cc1	13	35
28	CN1CCN(CCCN2C(=O)c3ccccc3C2C(=O)NC2CCCCC2)CC1 (stereo not drawn)	-10	-8
29	Nn1c(SCc2ccccc2F)nnc1-c1ccccc1	-4	-2&0
30	COc1ccccc1CNC(=O)C(C)C1CCN(S(=O)(=O)c2cccs2)CC1 (stereo not drawn)	1	-5
31	O=C(Nc1ccc2c(c1)OCCO2)C1CCN(c2cc(N3CCCC3)ncn2)CC1	-6	35
32	O=C(NC1CCCC1)c1ccc2c(c1)nc1n2CCN(C2CCCCC2)C1=O	9	-11
33	COc1ccccc1C(=O)N1CCc2c(c(-c3nnc(SC)n3C)nn2C)C1	-15	3
34	COc1cccc(CNC(=O)c2ccc3ncnc(N4CCCC4)c3c2)c1	8	50
35	CCOc1ccc([N+](=O)[O-])cc1C1Nc2ccccc2-c2nnc(SC)nc2O1 (stereo not drawn)	2	-2
36	COc1ccc(C(=O)N2CCC(COc3ccc(C(=O)N4CCOCC4)cc3)CC2)cc1	-2	9
37	COn1c(=O)c(=O)n(OC)c2ccccc21	2	-8
38	CCOc1ccc2nc(NS(C)(=O)=O)sc2c1	-2	11
39	Cn1[nH]c(Nc2ccccc2Cl)c(N=Nc2ccc(C(F)(F)F)cc2)c1=O	-6	·
40	CC1CN(C(=O)Cc2ccccc2)CC1c1nc(-c2ccncc2)no1 (stereo not drawn)	5	-1
41	Cc1ccc(NC(=O)CCn2c(=O)[nH]c3ccsc3c2=O)cc1F	2	-6
42	CC(C1CC1)N(C(=O)CCC(=O)O)c1ccccc1 (stereo not drawn)	-6&0	1
43	CC(C)C(=O)Nc1ccc(NC(=O)c2sc3ccccc3c2Cl)cc1	-2	-1
44	Cc1ccc2nc(-c3ccc(NS(=O)(=O)c4ccccc4)cc3)sc2c1	-6	·
45	COCCc1nc(C2CCN(Cc3ccco3)CC2)n[nH]1	0	-1
46	CCN(CC)C(=O)c1noc2c1CCCCC2	2	-5
47	O=C(NCC1COC2(CCCCC2)O1)NC1CCCCC1 (stereo not drawn)	1	-4
48	COc1ccccc1NC(=O)C(=O)NCc1ccccn1	-2&-4	-9&-5
49	COc1ccc(OCC2c3cc(OC)c(OC)cc3CCN2C(=O)c2c(F)cccc2F)cc1 (stereo not drawn)	82*	30
50	CN1C(=O)CCc2cc(NC(=O)Oc3ccccc3)ccc21	-42	-20

Further entries
no.	compound	Pf apPOL inh	mHTT CaM bind
51	CC(NC(=O)C1CCN(Cc2ccccc2O)CC1)c1ccccc1 (stereo not drawn)	-14	5
52	CCN(CCCNC(=O)Cc1cn(C)c2ccccc12)c1ccccc1	-2	53*
53	O=C(O)Cc1ccc(C(=O)O)cc1	1	-4
54	COc1cccc(-c2cc(C(=O)N3CCC(c4nnc(-c5ccco5)s4)CC3)[nH]n2)c1	4	18
55	COc1ccc(Br)cc1CN1C(=O)CCC1(C)C(=O)NC1CCCCCC1 (stereo not drawn)	-19	19
56	CC(C)CCC(=O)N1CCN(c2nc(CN3CCOCC3)cs2)CC1	3	-4
57	CCn1ccnc1CC1COc2ccccc2O1 (stereo not drawn)	10	·
58	CC(C)(C)c1ccc(C(=O)Nc2c3c(nn2-c2cccc(Cl)c2)CS(=O)(=O)C3)cc1	-3	15
59	COCCCNC(=O)c1cn(-c2ccc(F)cc2F)c(=O)c2ccccc12	0	-9
60	CC1(C)CC(=O)C2=C(C1)Oc1ccccc1C2CC(=O)c1ccc(O)cc1 (stereo not drawn)	1	16
61	COc1cc(NS(=O)(=O)c2ccc(NC(=O)c3ccccc3C)cc2)nc(OC)n1	-2	-2
62	O=C(Nc1ccccc1NC(=O)c1cccs1)c1cccs1	-8	-6
63	CCC(CC)C(=O)NC1CCN(c2nc3c(s2)c(C)nn3-c2ccc(F)cc2)CC1	-5	0
64	Cc1cccc(C2=NC3(CCN(CC(=O)Nc4ccccc4Cl)CC3)NC2=O)c1	2	29
65	COc1ccc(-c2noc(C3CCCN3C(=O)Nc3ccccc3OC)n2)cc1 (stereo not drawn)	-3	-4
66	CN(C)C(=O)Cc1ccc(NC(=O)Nc2ccc(Cl)c(Cl)c2)cc1	-10	-12
67	NS(=O)(=O)c1ccc(NC(=O)c2ccco2)cc1	-7	-4
68	CCN1C(=O)CCc2cc(NC(=O)c3ccc(F)c(Cl)c3)ccc21	-6	5
69	CC1CN(C(=O)NC(=O)c2ccc(F)c(Cl)c2)CC(C)O1 (stereo not drawn)	-19	·
70	CCC(C)NC(=O)c1ccc(NC(=O)C2CC2)cc1N1CCCCCC1 (stereo not drawn)	1	-13
71	COc1ccc(S(=O)(=O)N2CCSC2c2ccc(Cl)cc2)cc1 (stereo not drawn)	-1	-17
72	Cc1cccc(CSc2nc3c(c(=O)n2-c2ccc(F)cc2)SCC3)c1	1	-9
73	COc1ccc(C(=O)Oc2ccc3c(c2)OC(=Cc2cccc(OC)c2OC)C3=O)cc1	-5	-6
74	N#C/C(=C\c1ccc(N2CCOCC2)cc1)c1[nH]nc(N)c1C#N	-3	-2
75	Cc1cccc(CNC(=O)c2cc3n(n2)CCCN(Cc2ccc(Cl)cc2)C3=O)c1	-5	-6
76	O=C(NCCOC12CC3CC(CC(C3)C1)C2)c1cc2ccccc2oc1=O	-5	5
77	O=C(NC1CC1)c1ccc(OCC2CCN(C(=O)c3ccc(F)c(Cl)c3)CC2)cc1	-4	46
78	O=C(NCc1ccc2c(c1)OCO2)c1ccc(F)cc1	-8	-1
79	O=C(COc1ccc([N+](=O)[O-])cc1)Nc1cccc(Br)c1	0	-3
80	CCc1cc(C2CCCN2C(=O)c2cc(-c3ccccc3OC)on2)on1 (stereo not drawn)	-7	-8
81	Cn1c(=O)cc(NC2CCCCC2)[nH]c1=O	6	-2
82	CC(C)C[C@H]1COc2cccc(N3CCC[C@H]3CO)c2S(=O)(=O)N1	-5	5
83	c1ccc(CNc2nc(-c3cccnc3)cs2)cc1	-6&9	11&6
84	CCc1ccc(NC(=O)C(=O)NCc2ccccc2C)cc1	-2	1
85	O=C(NCC1CCN(C2CCCC2)CC1)c1c(F)cccc1F	-7	-7
86	Cc1cccc(CN2CCN(C3CCN(C(=O)Nc4ccccc4C)CC3)C2=O)c1	-8	28
87	N#Cc1c(NC(=O)C(F)(F)F)sc2c1CCC2	-10	-1&-3
88	Cc1c(Cl)cccc1NC1CS(=O)(=O)CC1O (stereo not drawn)	6	5
89	N#Cc1cnc(=S)[nH]c1N	20	11
90	Cc1ccsc1/C=c1\sc2nnc(-c3ccccc3)n2c1=O	-2	3
91	Cc1cc(S(=O)(=O)N2CCCC2C(=O)O)c(C)cc1Cl (stereo not drawn)	0&-7	-7&4
92	Cc1ccc(S(=O)(=O)OCC(O)CN2CCN(c3ccc(C(F)(F)F)cn3)CC2)cc1 (stereo not drawn)	-1	·
93	Cc1nc(C)n(CC(=O)Nc2ccc(F)cc2)c(=O)c1C	-1	-11
94	Cc1cc(C)c(Cc2c(C)nc3ncnn3c2C)c(C)c1	39	5
95	COc1ccc(CSCC(=O)c2ccc(Cl)c(Cl)c2)c(Cl)c1OC	-6	·
96	O=C(Sc1ccc(OC(F)(F)F)cc1)c1ccc(C(F)(F)F)cc1	0&3	·
97	O=C(c1nsnc1-c1ccccc1O)N1CCOCC1	-5	-3
98	COc1ccccc1NC(=O)C(CCS(C)(=O)=O)NC(C)=O (stereo not drawn)	2	0
99	CCCCNC(=S)N(C1CCCCC1)C1CCCCC1	·	-34
100	COC(CNC(=O)c1cccn2c(=O)c3ccccc3nc12)OC	1	20

3 compounds out of the list, arranged by count of non-hydrogen atoms, descending:
no.	compound	Pf apPOL inh	mHTT CaM bind
95	COc1ccc(CSCC(=O)c2ccc(Cl)c(Cl)c2)c(Cl)c1OC	-6	·
84	CCc1ccc(NC(=O)C(=O)NCc2ccccc2C)cc1	-2	1
99	CCCCNC(=S)N(C1CCCCC1)C1CCCCC1	·	-34

Single records (already shown):
O=C(NC1CC1)c1ccc(OCC2CCN(C(=O)c3ccc(F)c(Cl)c3)CC2)cc1 is listed as Pf apPOL inh = -4; mHTT CaM bind = 46
O=C(c1nsnc1-c1ccccc1O)N1CCOCC1 is listed as Pf apPOL inh = -5; mHTT CaM bind = -3

More entries.
no.	compound	Pf apPOL inh	mHTT CaM bind
101	COCC(=O)Nc1ccc2c(c1)CCN2C(=O)C1CC1	-5	0
102	COc1ccc(-n2nc(C(=O)NC3CCCCC3)c3ccccc3c2=O)c(OC)c1	2	33
103	COc1ccc(Cl)cc1C(=O)Nc1ccc(NC(=O)C(C)C)cc1	-3	10
104	CNC(=O)N1CCCC(c2cccc(C(=O)N3CCCC3)c2)C1 (stereo not drawn)	-12	19
105	COc1cc(OC)c(NC(=O)c2sc3nc(C)nc(N4CCOCC4)c3c2C)cc1Cl	-8	2
106	CCOc1ccc(N2CCN(C(=O)c3ccc(C(F)(F)F)cc3)C(C)C2=O)cc1 (stereo not drawn)	-1	-2
107	CCCc1nc2ccccc2n1Cc1ccc(OC)c(OC)c1	-5	5
108	c1ccc2c(c1)c1ccccc1n2Cn1c2ccccc2c2ccccc21	-5	·
109	CCOc1ccc(C(O)=C2C(=O)C(=O)N(c3nnc(C)s3)C2c2cccc([N+](=O)[O-])c2)cc1 (stereo not drawn)	-2	-2
110	CCC(=O)N1CCc2c(c(-c3nc(-c4ccccc4F)no3)nn2C)C1	0	-3
111	CCOc1ccc(-c2nc(C(=O)N3CCCC3)cs2)c(F)c1	-3	-1
112	CN1CCC2(CC1)C(C#N)=C(N)Oc1n[nH]c(-c3ccccc3)c12	-4	6
113	Cc1ccccc1-c1onc(C)c1C(=O)NCc1ccc(Cl)cc1	-3	-18
114	CN1C(=O)CCc2cc(NC(=O)c3cc4ccccc4[nH]3)ccc21	-12	-2
115	Cc1ccc(NS(=O)(=O)c2cccc3nsnc23)cc1C	-4	11
116	COc1ccc(-c2nc(Nc3c(F)cccc3F)c3ccccc3n2)cc1OC	-4	14
117	CCCN1C(=O)Cc2cc(C(=O)NC3CC3)ccc21	-6	-4
118	O=S1(=O)CC(N2CCN(CC3CC3)CC2)CN1Cc1ccc(F)cc1 (stereo not drawn)	-1	-5
119	Cc1ccc(C(=O)N2CCN(c3nnc4cccc(C)n34)CC2)cc1F	1	-2
120	O=C(Nc1ccccc1[N+](=O)[O-])C1C2CCCCC21 (stereo not drawn)	-19	14
121	Cc1cc(Cl)cc(Cl)c1OCC(=O)Nc1ccccc1F	-2	-10

Bioassay records: PubChem BioAssay, University of Kansas High Throughput Screening Laboratory
